PP5 primary: inhibitors of human protein phosphatase 5 (PP5); AID 1987; 320,000 compounds, 0.18% hits; inhibition, % at 6.7 µM; purified PP5c, OMFP substrate fluorescence;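 active = inhibition above the campaign's mean inhibition across all tested compounds plus 3 SD, cut at about 9.5% in these data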;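 note: 0% = DMSO only and 100% = 100 µM cantharidin control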
PP1 inh: PP1-alpha (human) inhibition in PP5 counter-screen | purified PP1alpha, OMFP fluorescence | P62136 | inhibition, % at 6.7 µM | 320,000 compounds, 0.9% hits | AID 2235;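 active = inhibition above the mean inhibition of all tested compounds plus 3 SD, computed separately for each screening campaign, cut at about 15% in these data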
PAFAH2 inh: inhibitors of human PAFAH2 | recombinant PAFAH2, FP-rhodamine activity probe, fluorescence polarization | Q99487 | AID 492956 | inhibition, % at 3.39 µM | 340,000 compounds, 0.99% hits;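 active = inhibition above the mean over all tested compounds plus 3 SD, cut at about 30% in these data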;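 note: inhibitors block probe labeling of enzyme so polarization drops; 0% = enzyme with DMSO and 100% = wells lacking PAFAH2 protein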
proCasp7 act: counter-screen: procaspase-7 (human) activation. recombinant procaspase-7, Ac-DEVD-pNA absorbance 405 nm; D23A/D198A/D206A triple mutant, cannot self-cleave; scale: DMSO 0, 5 µM enzyme 100. P55210. 330,000 compounds, 0.093% hits. AID 463210. activation, % at 8.5 µM;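 active = percent activation above the screen-wide mean plus 3 SD, cut at about 25% in these data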
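Test system: Procaspase-7 triple mutant (PC-7 D3A). Also added: Ac-DEVD-pNA substrate, 400 µM as added. Schedule: 1 h enzyme–compound preincubation and 2 h substrate reaction, both 25 °C. Signal: p-Nitroaniline absorbance at 405 nm, read at 0 and 120 min. Control set: low DMSO alone, high DMSO plus 5 µM PC-7.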
TPT1 inhibitor: inhibitors of Candida albicans tRNA 2'-phosphotransferase TPT1; 300,000 compounds, 0.81% hits; AID 1962; recombinant caTPT1, FP RNA substrate dephosphorylation; inhibition, % at 5 µM;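 active = inhibition above the mean of all tested compounds plus 3 SD, set per screening campaign, cut at about 24% in these data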;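 note: plate controls were DMSO alone for no effect and ferristatin control at 100 nM for full effect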
Fh CTSL1 inh: counter-screen for PFM18AAP inhibitors: inhibitors of F. hepatica cathepsin L1. recombinant F. hepatica cathepsin L1, Z-Leu-Arg-MCA fluorescence. inhibition, % at 5.96 µM. 300,000 compounds, 0.49% hits. AID 1906;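 active = inhibition above the mean of all tested compounds plus 3 SD, set per screening campaign, cut at about 17% in these data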;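 note: 0% = plate median of test compound wells and 100% = 1 µM Z-Phe-Ala-diazomethylketone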
AHR act: activates the human aryl hydrocarbon receptor. P35869. AHR-responsive luciferase reporter cells, luminescence. activation, % at 5 µM. 320,000 compounds, 2.5% hits. AID 2796; in the data active = activation above about 47%;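 note: 0% = vehicle wells and 100% = reference agonist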
Target sequence (P35869 whole entry, looked up): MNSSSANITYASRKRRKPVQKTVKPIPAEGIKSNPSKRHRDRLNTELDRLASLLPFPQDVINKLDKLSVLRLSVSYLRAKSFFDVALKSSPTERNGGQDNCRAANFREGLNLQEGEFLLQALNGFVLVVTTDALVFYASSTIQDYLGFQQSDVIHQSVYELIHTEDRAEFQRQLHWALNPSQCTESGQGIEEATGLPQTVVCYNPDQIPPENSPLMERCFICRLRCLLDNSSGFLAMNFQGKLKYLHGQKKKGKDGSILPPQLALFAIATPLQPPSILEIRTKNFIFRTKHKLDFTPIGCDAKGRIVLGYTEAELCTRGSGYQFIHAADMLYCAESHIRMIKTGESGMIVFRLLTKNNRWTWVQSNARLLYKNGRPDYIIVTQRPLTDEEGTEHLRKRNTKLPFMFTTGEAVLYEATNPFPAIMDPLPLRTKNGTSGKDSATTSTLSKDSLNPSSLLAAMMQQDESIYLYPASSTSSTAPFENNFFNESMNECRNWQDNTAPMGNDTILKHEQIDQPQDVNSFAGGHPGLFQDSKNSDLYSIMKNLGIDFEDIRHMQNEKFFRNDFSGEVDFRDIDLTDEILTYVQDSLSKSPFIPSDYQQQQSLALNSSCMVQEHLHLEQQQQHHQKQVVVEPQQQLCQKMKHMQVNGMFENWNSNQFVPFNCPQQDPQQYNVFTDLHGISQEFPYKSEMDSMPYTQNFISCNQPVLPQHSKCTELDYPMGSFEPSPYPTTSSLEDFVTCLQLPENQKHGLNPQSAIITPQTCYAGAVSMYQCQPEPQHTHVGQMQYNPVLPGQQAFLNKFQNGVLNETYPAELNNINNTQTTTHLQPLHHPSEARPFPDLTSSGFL
HCV core dimer: blocks dimerization of HCV core protein. TR-FRET GST/Flag-core106 dimerization, 1536-well. inhibition, % at 5 µM. 300,000 compounds, 0.33% hits. AID 1899;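 active = inhibition above the mean of all tested compounds plus 3 SD, set per screening campaign, cut at about 45% in these data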
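System: GST-tagged and Flag-tagged HCV core protein residues 1-106 / Input: core106 proteins, GST 13.5 nM and Flag 17 nM / Buffer or medium: KF-containing HEPES buffer, pH 7.45, DTT, CHAPS, BSA / Probe or stimulus: Eu-anti-GST and XL665-anti-Flag labelled anti-tag antibodies / Schedule: 4 h, 22.5 °C incubation / Technique: TR-FRET 671 and 617 nm emission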
proCasp3 act: activators of human procaspase-3; P42574; recombinant procaspase-3 D3A, Ac-DEVD-pNA absorbance 405 nm; 330,000 compounds, 0.11% hits; activation, % at 8.5 µM; AID 463141;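 active = activation above the mean of all tested compounds plus 3 SD, cut at about 21% in these data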;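 note: 0% = DMSO alone and 100% = DMSO wells spiked with extra 5 µM PC-3 D3A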
Target sequence (P42574 whole entry D9A/D28A/D175A): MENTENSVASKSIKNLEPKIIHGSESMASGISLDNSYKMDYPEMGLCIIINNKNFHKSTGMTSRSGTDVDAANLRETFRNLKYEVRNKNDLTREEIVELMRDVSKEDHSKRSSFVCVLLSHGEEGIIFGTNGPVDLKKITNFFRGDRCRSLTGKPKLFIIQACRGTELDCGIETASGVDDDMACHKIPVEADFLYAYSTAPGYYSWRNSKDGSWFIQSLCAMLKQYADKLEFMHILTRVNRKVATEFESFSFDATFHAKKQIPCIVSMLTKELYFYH
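Assay system: Procaspase-3 D3A mutant, all three cleavage aspartates alanine. Buffer or medium: Zinc-free HEPES saline buffer with Triton X-100. Times: 1 h compound preincubation, 2 h substrate hydrolysis at 25 °C. Measured by: 405 nm absorbance of p-nitroaniline, reads at 0 and 120 min. Read-out basis: percent activation relative to control range. Replicates: singlicate.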
* = called active by the depositor; / = not tested or not shown.

SMILES | PP5 primary | PP1 inh | PAFAH2 inh | proCasp7 act | TPT1 inhibitor | Fh CTSL1 inh | AHR act | HCV core dimer | proCasp3 act
Cc1ccc(C(=O)/C=C/c2ccc3c(c2)OCO3)o1 | 3.4 | 13 | -1 | -46 | 2 | 3 | 4 | 22 | -15
Cc1cc(C(=O)NC2CCCc3c2cnn3-c2ccc(C)c(C)c2)nc(C)n1 (stereo not drawn) | -0.9 | -6 | 5 | -3 | 0 | 2 | 2 | -2 | -8
COc1cccc(N(CC(=O)NCCSc2ccccc2)S(C)(=O)=O)c1 | 1.6 | 1 | 0 | -1 | -1 | -1 | 0 | 2 | 6
COC(=O)C1=C(C)NC(=S)N(C(C)=O)C1c1ccc(OC)c(OC)c1 (stereo not drawn) | 0.4 | -2 | -4 | 6 | 2 | -1 | -3 | -3 | 3
O=C(Nc1ccc2c(c1)CCC2)c1ccccc1F | 3.3 | 0 | -1 | -4 | 0 | 7 | 22 | -3 | -2
O=C(COC(=O)CCS(=O)(=O)c1ccc(Cl)cc1)NC1CCCCC1 | 0.4 | -2 | 1 | 6 | -5 | -59 | -3 | 0 | -3
CCCCN(C)CC(O)Cn1cc(/C=C/C(=O)c2ccc(OCC)cc2)c2ccccc21 (stereo not drawn) | 2.9 | 0 | / | -5 | 17 | 2 | 3 | -16 | -3
COc1ccc(C(=O)C2CCCN(Cc3ccc4nonc4c3)C2)cc1F (stereo not drawn) | 3.8 | 1 | -5 | 5 | -4 | 4 | -3 | 0 | 0
CSCC[C@H](NC(=O)OC(C)(C)C)C(=O)N/N=C/c1cc2ccc(C)cc2nc1Cl | 0.9 | -1 | 4 | 1 | 2 | -1 | 14 | 14 | -9
CC(C)OP(=O)(c1ccccc1)c1ccccc1 | 0.4 | 2 | 5 | -1 | 0 | -5 | -2 | 4 | 10
N#Cc1c(NC(=O)CSc2nnnn2C2CCCCC2)sc2c1CCCC2 | 0.1 | 1 | -1 | 3 | -2 | 1 | 1 | 1 | -6
O=C(CC1C(=O)NCCN1Cc1c(F)cccc1Cl)NCCCn1ccnc1 (stereo not drawn) | 2.3 | 0 | 4 | 0 | 0 | 1 | 3 | 6 | -9
OCCCn1c(C2CCCN2c2nc(-c3ccc(F)cc3)cs2)nc2cc(Cl)c(N3CCCCC3)cc21 (stereo not drawn) | -0.7 | 2 | 4 | -9 | 1 | 2 | 13 | -5 | 1
O=C(O)c1ccccc1NC(=O)C(c1ccccc1)c1ccccc1 | 0.5 | 3 | 1 | -2 | -1 | -5 | -3 | -3 | -4
CCOC(CNC(=O)C1CCN(S(=O)(=O)c2ccc3nc4c(c(C(=O)O)c3c2)CCCCC4)CC1)OCC | -0.1 | 3 | -4 | -10 | -3 | 0 | 0 | 6 | 0
O=C(c1ccccc1)c1ccc(OCCCN2CCCC2)cc1 | 0.8 | -2 | -4 | 16 | -1 | 5 | 4 | 2 | -2
Cc1ccc(CN2CCN(/N=C/c3ccccc3)CC2)cc1 | 1.4 | -2 | 0 | -11 | -1 | 0 | 0 | -11 | 2
C=CCN(CC=C)S(=O)(=O)c1ccc2nc(NC(=O)C(C)C)sc2c1 | 4.0 | 5 | 1 | -10 | -3 | 2 | 10 | 5 | -1
O=C(NCC1CCCN1S(=O)(=O)c1cccs1)C(=O)Nc1ccc(F)cc1F (stereo not drawn) | 1.9 | -2 | -2 | 3 | 2 | 3 | -3 | 1 | -4
CCCCNc1c(-c2ccc(OC)c(Sc3ccc(OC)cc3)c2)nc2cnccn12 | / | / | 9 | -11 | / | / | 15 | / | -4
Cc1nc2ccccc2c(=O)n1NC(=O)c1ccco1 | 1.2 | 1 | 3 | -7 | -4 | -3 | 1 | -2 | -3
Cc1nn(-c2ccc(Cl)c(Cl)c2)c(=O)c2ccccc12 | 0.7 | 1 | -7 | 8 | -3 | 3 | 16 | -2 | 8
O=C(NN1C(=O)C2C3c4ccccc4C(c4ccccc43)[C@@H]2C1=O)c1ccccc1 (stereo partly drawn) | -0.9 | -3 | 3 | 4 | 1 | 2 | 2 | 1 | -2
COc1ccccc1NC(=O)Nc1ccccc1C(=O)NCCCN1CCOCC1 | -0.6 | -5 | -1 | 4 | -2 | -6 | -2 | -6 | -1
CCc1nc2ccccc2c(C(=O)OCC(=O)N(C)Cc2ccccc2)c1C | / | / | -6 | 8 | / | / | 5 | / | -4

Four entries from above, set out differently.
Each structure is followed by: PP5 primary	PP1 inh	PAFAH2 inh	proCasp7 act	TPT1 inhibitor	Fh CTSL1 inh	AHR act	HCV core dimer	proCasp3 act
- CCOC(CNC(=O)C1CCN(S(=O)(=O)c2ccc3nc4c(c(C(=O)O)c3c2)CCCCC4)CC1)OCC
    -0.1	3	-4	-10	-3	0	0	6	0
- O=C(c1ccccc1)c1ccc(OCCCN2CCCC2)cc1
    0.8	-2	-4	16	-1	5	4	2	-2
- Cc1ccc(CN2CCN(/N=C/c3ccccc3)CC2)cc1
    1.4	-2	0	-11	-1	0	0	-11	2
- C=CCN(CC=C)S(=O)(=O)c1ccc2nc(NC(=O)C(C)C)sc2c1
    4.0	5	1	-10	-3	2	10	5	-1

Additional structures follow:
SMILES | PP5 primary | PP1 inh | PAFAH2 inh | proCasp7 act | TPT1 inhibitor | Fh CTSL1 inh | AHR act | HCV core dimer | proCasp3 act
Cc1cc(C(=O)OCC(=O)NC2CCS(=O)(=O)C2)c(C)n1-c1ccccc1 (stereo not drawn) | -0.7 | -1 | 4 | 5 | 0 | -1 | 1 | -4 | 6
Cc1cc(C)c(C)c(S(=O)(=O)Nc2ccc(C(N)=O)cc2)c1C | 0.3 | 2 | -1 | -4 | 3 | 2 | 7 | 4 | 2
COC(=O)CSc1n[nH]c(-c2ccncc2)n1 | 0.5 | 0 | 12 | 4 | -2 | 1 | 1 | -6 | 7
NC(=O)c1ccsc1NC(=O)C1CC1 | -1.6 | -2 | 7 | 13 | 1 | 4 | 0 | 20 | -2
CC(C)(C)n1nc2c(c1NC(=O)c1c(F)cccc1F)CS(=O)(=O)C2 | -1.2 | 0 | -3 | -5 | 4 | 4 | 3 | -13 | -4
O=c1[nH]c(CN2CCN(S(=O)(=O)c3cccs3)CC2)nc2c(Br)cc(Br)cc12 | -0.4 | -2 | 0 | 5 | 0 | 2 | 0 | 6 | 7
O=[N+]([O-])c1ccc(-n2nnnc2CN2CCCCC2)cc1 | -1.7 | -2 | 11 | -2 | -8 | 1 | 0 | 0 | 1
COc1ccc(NC(=S)N2CCC(NC(=O)c3ccco3)CC2)cc1 | 1.8 | -2 | 4 | -5 | 0 | 2 | 0 | 8 | -4
CCc1ccccc1NC(=S)N(CCCN1CCOCC1)Cc1ccccn1 | -1.5 | -2 | -3 | 16 | -2 | -5 | -3 | 2 | 4
Cc1ccc(C2=NS(=O)(=O)N(C)C(C(=O)NC(C)c3ccccc3)=C2)cc1 (stereo not drawn) | 4.7 | -4 | 4 | -3 | 0 | 0 | 0 | -8 | 4
O=C(COC(=O)c1ccc(S(=O)(=O)NCc2ccco2)cc1)Nc1ccccc1OC(F)F | 1.7 | -3 | 16 | 0 | -7 | -9 | 0 | 10 | 0
CN(CCc1ccccn1)C(=O)CCC1CCCN(C(=O)c2ccsc2)C1 (stereo not drawn) | 3.1 | -6 | 4 | -6 | -2 | 2 | 1 | -6 | 6
COc1ccc(N(C(=O)c2snc(C(N)=O)c2N)C(C(=O)NC2CCCC2)c2ccc(F)cc2)c(OC)c1 (stereo not drawn) | 3.1 | 5 | -7 | 6 | 0 | 0 | 1 | 7 | 1
Cc1cccc(C(=O)O/N=C2/CC3CCC2(C)C3(C)C)c1 (stereo not drawn) | 2.5 | -4 | 3 | -1 | -2 | 0 | -1 | -1 | 2
O=C(c1cnsn1)N1CCC(CO)(Cc2cccc(F)c2)CC1 | 1.4 | -2 | -6 | -10 | 1 | 0 | -1 | -1 | -3
CC(=O)C1=C(O)C(=O)N(CCc2c[nH]c3ccccc23)C1c1ccco1 (stereo not drawn) | -2.4 | 5 | 5 | 0 | 0 | 2 | 4 | 11 | -1
CCOCCCNC(=S)Nc1ccc2nc3n(c(=O)c2c1)CCCCC3 | 1.4 | 0 | -6 | 1 | 0 | -3 | 3 | -4 | 2
O=[N+]([O-])c1cccc(/C=C/c2nc3ccc([N+](=O)[O-])cc3[nH]2)c1 | 1.8 | 5 | -10 | -2 | 5 | -1 | -7 | 12 | 2
CCCN(CC(=O)Nc1ccc(F)c(F)c1F)C(=O)c1ccc(N2CCCC2=O)cc1 | 1.9 | -1 | 9 | -5 | / | / | -1 | / | 0
CC(=O)NS(=O)(=O)c1ccc(NC(=S)NC(=O)CC(C)C)cc1 | 2.5 | 0 | / | -2 | 4 | -1 | 6 | 1 | -14
CC(C)(CO)NCc1ccc(Br)cc1 | 1.1 | -2 | 4 | 4 | 2 | -2 | 1 | -3 | -4
COc1ccc(NC(=O)CCCC(=O)c2ccccc2)c(OC)c1 | 0.7 | -2 | -4 | 4 | 0 | -5 | 2 | 10 | 2
C=C(C)CNC(=S)NNC(=O)c1ccncc1 | 0.6 | -4 | -1 | -10 | 3 | 0 | 4 | -8 | 3
Cc1ccc(N=Nc2c(N)nn3c(N)c(C#N)c(C)nc23)cc1 | -0.9 | 12 | 8 | 4 | 2 | 0 | 75* | 1 | 3
COc1ccccc1-c1cc(C(F)(F)F)nc(S(=O)(=O)CCCC(=O)NCc2ccc(F)cc2)n1 | 4.4 | -1 | -7 | -7 | 1 | -1 | 2 | 3 | 7
Carrying on:
SMILES | PP5 primary | PP1 inh | PAFAH2 inh | proCasp7 act | TPT1 inhibitor | Fh CTSL1 inh | AHR act | HCV core dimer | proCasp3 act
Cc1cc(C)c(NC(=S)N(C)C)c(C)c1 | -1.9 | -6 | 2 | 4 | -1 | 1 | -1 | -1 | 10
O=C1/C(=C/c2cccs2)NC(=S)N1C1CC1 | -0.7 | -3 | -5 | -12 | -2 | 1 | 4 | -12 | -4
COc1cccc(C(N)=O)c1 | -0.5 | 0 | -3 | 1 | 0 | 1 | -1 | -1 | 5
Cc1ccc(NC(=O)COC(=O)CCOc2ccccc2C)cc1 | 0.8 | 3 | 6 | 15 | -3 | -37 | 1 | -1 | 4
CC(=O)c1ccc(S(=O)(=O)N2CCN(c3nc(-c4cccnc4)nc4ccccc34)CC2)cc1 | 1.9 | 14 | 3 | 8 | / | / | 7 | / | 1
O=C(CSc1nnc2c(n1)[nH]c1ccc(F)cc12)NC1CC1 | 2.3 | 4 | -2 | 7 | 0 | -4 | 1 | -6 | 9
CCOC(=O)CCCSc1nc(-c2ccc3c(c2)OCO3)cc(C(F)(F)F)c1C#N | 3.7 | 0 | 6 | 6 | -3 | 0 | 2 | 4 | 8
Cc1c(CC(=O)O)c(=O)oc2cc3occ(-c4ccccc4)c3cc12 | -0.3 | 3 | 4 | -4 | -2 | 2 | 0 | 1 | -1
COc1ccc(OC)c(-c2cc(C(=O)NCc3cccs3)no2)c1 | 1.0 | 1 | -2 | -6 | -2 | -1 | 6 | 1 | -5

High-throughput results: PubChem BioAssay, The Scripps Research Institute Molecular Screening Center
